LGR2 antag = inhibitors of bursicon-induced Drosophila LGR2 receptor cAMP signaling | HEK293 LGR2, CRE-luciferase, bursicon-stimulated, 4 h | hit rate 0.35% among 380,000 | inhibition, % at 9.99 µM;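 active = drop in luminescence signal, shown as inhibition above about 50% in the replicate tests, limit read from the data, passing the limit was not always enough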;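 also: agonist challenge used bursicon conditioned medium at about half maximal strength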
S100A4 MyoIIA = blocks human S100A4 binding to myosin IIA peptide | S100A4/TAMRA-MyoIIA peptide fluorescence polarization | inhibition, % at 10.7 µM | hit rate 0.14% among 360,000;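 active = mean inhibition of at least 70% across replicates, with every replicate also reaching that level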
Target sequence (P26447 whole entry, looked up): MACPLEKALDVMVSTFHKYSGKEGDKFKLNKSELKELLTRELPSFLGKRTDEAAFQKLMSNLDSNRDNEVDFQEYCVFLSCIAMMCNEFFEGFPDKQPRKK
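Test system – S100A4 monomer (human) · Compound – single-point compound testing · Schedule – 5 min incubation before reading · Probe or stimulus – TAMRA-labelled myosin IIA heavy-chain peptide probe, 5 nM · Benchmarks – neutral control DMSO, positive control TFP · Medium – Calcium-containing HEPES buffer, pH 7.2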
SIRT5 block = inhibitors of human sirtuin-5 desuccinylase; Q9NXA8; Purified SirT5, succinyl-peptide AMC, trypsin-coupled fluorescence; inhibition, % at 15 µM; hit rate 1.1% among 330,000; AID 652115; in the data active = inhibition above about 15%
Target sequence (Q9NXA8 whole entry, looked up): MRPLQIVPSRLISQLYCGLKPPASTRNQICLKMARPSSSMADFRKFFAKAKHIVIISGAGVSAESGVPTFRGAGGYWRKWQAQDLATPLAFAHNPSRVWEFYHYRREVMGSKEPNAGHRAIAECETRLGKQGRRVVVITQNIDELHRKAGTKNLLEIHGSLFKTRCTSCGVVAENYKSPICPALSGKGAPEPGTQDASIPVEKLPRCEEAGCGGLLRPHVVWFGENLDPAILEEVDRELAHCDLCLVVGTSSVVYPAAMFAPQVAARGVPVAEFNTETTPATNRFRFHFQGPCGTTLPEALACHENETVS
Casp6 inh = inhibitors of human caspase-6 | P55212 | purified caspase-6, Z-VEID-R110 cleavage fluorescence | inhibition, % at 12.5 µM | hit rate 0.53% among 350,000 | AID 686996;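 active = mean inhibition across replicates at least about 35%, with every replicate also reaching that limit, limit read from the data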;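 also: 0% = median of neutral control wells and 100% = no fluorescence left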
Target sequence (P55212 24-179 limits assumed): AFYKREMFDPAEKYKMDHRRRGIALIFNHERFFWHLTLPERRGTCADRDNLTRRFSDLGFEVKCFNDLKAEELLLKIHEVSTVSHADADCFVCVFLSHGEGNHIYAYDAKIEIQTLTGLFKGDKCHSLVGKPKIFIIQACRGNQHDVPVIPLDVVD
Target sequence (P55212 194-293 limits assumed): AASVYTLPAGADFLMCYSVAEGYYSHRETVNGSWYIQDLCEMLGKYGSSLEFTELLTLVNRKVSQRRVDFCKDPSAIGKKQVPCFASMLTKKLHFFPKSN
FN deposit inh = fibronectin deposition inhibition; AH1F fibroblasts, Alexa488-fibronectin deposition fluorescence, overnight; inhibition, % at 12.6 µM; hit rate 0.086% among 350,000; AID 743247;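 active = mean inhibition across replicates of 30% or more, regardless of how many single replicates reach that level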;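 also: positive control wells lacked labelled fibronectin entirely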
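material = AH1F fibroblast monolayer depositing Alexa488-labelled fibronectin into matrix | amount = 10000 AH1F cells/well | buffer or medium = DMEM plus 2% serum, read in PBS | incubation = 1 h cell adhesion before compound, then overnight fibronectin incubation | detection = fluorescence at 485 nm excitation, 525 nm emission | evaluation = percent inhibition as loss of matrix-bound fibronectin fluorescence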
Statin myotox sup = suppression of simvastatin myotoxicity. C2C12 myotubes + simvastatin, ATP luminescence, 48 h; scaled: DMSO 0, geranylgeraniol control 100. rescue of ATP level, % at 7.49 µM. hit rate 0.78% among 330,000. AID 602340;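 active = mean ATP rescue above about 67%, or every replicate alone reaching that limit, limit read from the data, passing the limit was not always enough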;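 also: myotubes were challenged with 10 µM simvastatin during compound exposure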
esBAF inh = blocks esBAF chromatin remodeling in mouse ES cells; hit rate 2% among 350,000; Bmi1-luciferase knock-in reporter, 24 h; 100% = twice the neutral-well signal; reporter increase, % at 12.5 µM; AID 602393; in the data active = activation above about 40%;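 also: 0% = median of the plate's neutral control wells and 100% = double that signal; a rise in the Bmi1 reporter signal indicates esBAF inhibition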
An asterisk follows results filed as active; . = not tested or not shown. This is a subset (hit frequency here may not be typical).

entry	structure	LGR2 antag	S100A4 MyoIIA	SIRT5 block	Casp6 inh
1	N/C(=N\OC(=O)c1ccc(Br)o1)c1cccnc1	-19	0	.	-3
2	COc1cccc(-c2nc(C#N)c(N3CCN(C(=O)c4ccco4)CC3)o2)c1	4	-14	-6	-2
3	CCOC(=O)c1c(S(=O)(=O)N2CCCC(C(=O)Nc3cccc(C)n3)C2)c(C)n(C)c1C (configuration not stated)	-12	2	-2	2
4	CC(C)c1ccc(C2NC(=O)c3ccccc3O2)cc1 (configuration not stated)	-37	11	-2	-4
5	Cc1ccc(NC(=O)CC2SCCNC2=O)cc1[N+](=O)[O-] (configuration not stated)	-4	1	-3	1
6	Cc1cccc(NC(=O)CSc2nc(NS(=O)(=O)c3ccccc3)cc(=O)[nH]2)c1	7	-1	1	3
7	N#C[C@H]1[C@@H](c2ccc(/C=C/c3ccccc3)cc2)[C@@H](CO)N1C(=O)Nc1ccccc1F	0	-5	2	-4
8	COCc1ccc(C(=O)N2CCCC(CCC(=O)NCc3ccccc3F)C2)o1 (configuration not stated)	-13	-1	0	2
9	C[C@H]1CN([C@@H](C)CO)C(=O)c2cc(C#CC(C)(C)O)cnc2O[C@H]1CN(C)Cc1cncnc1	-2	12	4	-7
10	CCC(N=c1cc(-c2ccc(OC)c(OC)c2)oc2ccc(C)cc12)C(=O)O (configuration not stated)	-7	-3	3	2

entry	FN deposit inh	Statin myotox sup	esBAF inh
1	2	.	.
2	4	4	1
3	-19	-1	-1
4	3	2	3
5	-9	.	.
6	-4	.	.
7	-13	-8	5
8	-8	-2	14
9	-2	-11	-14
10	8	.	.

Continued:
entry	structure	LGR2 antag	S100A4 MyoIIA	SIRT5 block	Casp6 inh
11	O=C(C1CCCCC1)N1CC2(C1)[C@H](c1ccccc1)[C@@H](CO)N2Cc1nccs1	-9	2	1	2
12	O=C(COC(=O)CCc1c[nH]c2ccccc12)Nc1ccccc1C(F)(F)F	-5	-1	0	-1
13	O=C(C[C@H]1C/C=C\C[C@@H](Cc2ccc(F)cc2)C(=O)OC[C@H]2CCCN2C1=O)N[C@@H](CO)Cc1ccccc1	-8	-1	-2	1
14	C[C@@H]1CN([C@H](C)CO)C(=O)c2cccc(NC(=O)C3CCCCC3)c2O[C@H]1CN(C)S(=O)(=O)c1ccc(F)cc1	-6	-3	0	1
15	CC(Sc1nnc(N)s1)C(=O)Nc1ccc(N2CCOCC2)cc1 (configuration not stated)	14	.	.	.
16	CC(C)NC(=O)N1c2ccccc2Sc2ccccc21	-2	1	-3	-1
17	COCCN(Cc1nnc(-c2cccs2)o1)C(=O)c1cccc(S(=O)(=O)N2CCOCC2)c1	6	0	-4	1
18	COc1cc(NC(=S)NCCCN2CCOCC2)c(OC)cc1NC(=O)c1ccco1	1	2	-4	-2
19	O=C(NCCN1CCOCC1)/C(=C/c1ccc(F)cc1)NC(=O)c1ccccc1	-2	-2	-1	-2
20	O=C(Nc1cnccn1)Nc1ccccc1Cl	5	0	-4	-4

entry	FN deposit inh	Statin myotox sup	esBAF inh
11	7	.	.
12	-1	-1	-9
13	2	10	-1
14	.	7	-1
15	.	-25	-12
16	0	12	4
17	0	4	-3
18	-1	-75	-6
19	-2	6	6
20	2	1	7

(more compounds)
entry	structure	LGR2 antag	S100A4 MyoIIA	SIRT5 block	Casp6 inh
21	Cc1ccc(S(=O)(=O)Nc2ccc3c(c2)CC(=O)N([C@@H](C)CO)C[C@H](C)[C@@H](CN(C)S(=O)(=O)c2cn(C)cn2)O3)cc1	5	4	0	-1
22	O=C(Nc1nccs1)c1cccnc1	-23	-3	-2	-4
23	CCn1c(SCC(=O)NC2CC2)nnc1-c1ccc(OC)cc1	-5	4	-1	2
24	C[C@@H]1CCCCO[C@H](CN(C)Cc2ccncc2)[C@@H](C)CN([C@H](C)CO)C(=O)c2cc(NC(=O)Nc3ccccc3)ccc2O1	5	7	4	-1
25	O=C(CN(C(=O)c1ccc(Cl)cc1)N1C(=O)C2CCCCC2C1=O)c1ccc(Cl)cc1 (configuration not stated)	9	.	.	.
26	CCCCN1C(=O)/C(=C2/Sc3ccccc3N2C)S/C1=N\c1ncn[nH]1	-1	5	-3	-4
27	COc1ccc(OCC(=O)N2c3ccccc3CC2C)c([N+](=O)[O-])c1 (configuration not stated)	.	-2	.	-7
28	Cc1noc(C)c1NC(=O)Nc1cccc2c1O[C@H](CN(C)S(C)(=O)=O)[C@H](C)CN([C@H](C)CO)C2=O	5	3	-26	0
29	CCC/C(=N\NC(=O)C1CC1)c1ccccc1	-19	0	2	-1
30	CCN(CC(=O)Nc1c(F)cccc1F)C(=O)c1ccc(N2CCCCC2)c([N+](=O)[O-])c1	6	3	2	0

entry	FN deposit inh	Statin myotox sup	esBAF inh
21	.	17	4
22	-2	3	1
23	-5	10	4
24	-1	.	.
25	3	3	-1
26	-6	.	.
27	2	16	.
28	.	.	0
29	1	.	.
30	-4	-8	8

(continued)
entry	structure	LGR2 antag	S100A4 MyoIIA	SIRT5 block	Casp6 inh
31	CCOC(=O)c1ccc(NC(=O)Nc2cccc(C)n2)cc1	-46	-8	1	0
32	CCCNC(=O)CS(=O)Cc1nc(-c2ccccc2C)oc1C (configuration not stated)	3	-1	1	2
33	CC(C)NC(=O)COC(=O)c1ccc(S(=O)(=O)N2CCCC2)cc1	4	-2	-3	-3
34	Fc1ccc(NC(=S)N2N=CCC2c2ccccc2)cc1 (configuration not stated)	.	.	.	.
35	COc1cccc(CC(Cc2nc3ccccc3[nH]2)c2nc3ccccc3[nH]2)c1 (configuration not stated)	-2	-13	-3	1
36	O=C(O)Cc1c(C(=O)O)nnn1-c1cccc(C(F)(F)F)c1	-21	-5	6	-3
37	CC1CCCN(CCOc2ccc3ccccc3c2Br)C1 (configuration not stated)	-28	-4	-4	-3
38	Clc1ccc(Cn2cc(Br)cn2)cc1Cl	9	5	0	-8
39	CCOC(=O)C(C)Oc1ccc2c(CC)cc(=O)oc2c1C (configuration not stated)	-1	.	.	.
40	Cn1cccc1C(=O)NCc1ccccn1	-13	0	-3	-2

entry	FN deposit inh	Statin myotox sup	esBAF inh
31	6	-8	36
32	2	3	-6
33	2	.	.
34	5	-2	22
35	-9	-17	24
36	-2	-1	-7
37	2	.	.
38	0	32	-2
39	.	-2	4
40	-3	3	3

Arranged by SMILES length (smallest number first): part of the list above.
entry	structure	LGR2 antag	S100A4 MyoIIA	SIRT5 block	Casp6 inh
40	Cn1cccc1C(=O)NCc1ccccn1	-13	0	-3	-2
38	Clc1ccc(Cn2cc(Br)cn2)cc1Cl	9	5	0	-8
37	CC1CCCN(CCOc2ccc3ccccc3c2Br)C1 (configuration not stated)	-28	-4	-4	-3
34	Fc1ccc(NC(=S)N2N=CCC2c2ccccc2)cc1 (configuration not stated)	.	.	.	.
36	O=C(O)Cc1c(C(=O)O)nnn1-c1cccc(C(F)(F)F)c1	-21	-5	6	-3
33	CC(C)NC(=O)COC(=O)c1ccc(S(=O)(=O)N2CCCC2)cc1	4	-2	-3	-3
35	COc1cccc(CC(Cc2nc3ccccc3[nH]2)c2nc3ccccc3[nH]2)c1 (configuration not stated)	-2	-13	-3	1

entry	FN deposit inh	Statin myotox sup	esBAF inh
40	-3	3	3
38	0	32	-2
37	2	.	.
34	5	-2	22
36	-2	-1	-7
33	2	.	.
35	-9	-17	24

Continued:
entry	structure	LGR2 antag	S100A4 MyoIIA	SIRT5 block	Casp6 inh
41	COc1ccc(N2C(=O)CSC23C(=O)Nc2ccccc23)cc1OC (configuration not stated)	.	.	.	.
42	O=C(NCC[C@@H]1C[C@@H]2C=C[C@H]1C2)c1cc(COc2ccc(F)cc2F)on1	2	-2	0	1
43	COc1cccc(C#Cc2cnc3c(c2)C(=O)N([C@@H](C)CO)C[C@H](C)[C@H](CN(C)C(=O)C2CCOCC2)O3)c1	-2	4	-6	6
44	O=C(COC(=O)c1cc([N+](=O)[O-])ccc1N1CCOCC1)NCc1ccccc1	8	3	2	1
45	O=C(O)c1ncn(Cc2ccc(Br)cc2)c1C(=O)O	11	0	.	-1
46	Cc1ccc(-c2nn3c(C)nnc3s2)cc1NC(=O)c1ccc(-c2cccc(Cl)c2)o1	.	.	.	.
47	O=c1cc(CSc2nnnn2-c2ccc(O)cc2)nc2sccn12	6	-2	38*	5
48	O=C(Nc1ccccn1)c1onc2c1CCCC2	79*	.	.	.
49	Fc1ccc(CNc2ncccn2)cc1	-3	17	-2	-2
50	N#CC1(NC(=O)COC(=O)Cn2[nH]c(=O)c3ccccc3c2=O)CCCCC1	-3	3	-3	-1

entry	FN deposit inh	Statin myotox sup	esBAF inh
41	-1	12	-2
42	3	-12	1
43	.	2	-3
44	-18	-7	1
45	-7	.	.
46	8	-33	-1
47	2	-3	4
48	.	6	-58
49	-2	4	-1
50	1	-5	1

Next results follow:
entry	structure	LGR2 antag	S100A4 MyoIIA	SIRT5 block	Casp6 inh
51	CCN(CC)S(=O)(=O)c1ccc(Cl)c(C(=O)NC2CCN(Cc3ccccc3)CC2)c1	7	1	-2	-6
52	COc1ccc(CCC(=O)NNC(=O)c2ccccn2)cc1OC	-8	-4	-2	-2
53	CC1CCCN(S(=O)(=O)c2ccc3[nH]c4c(c3c2)CCCC4)C1 (configuration not stated)	7	-4	-1	1
54	O=C(Cc1ccc(Cl)cc1)NCC(=O)N1CCCCCC1	-3	0	-3	1
55	CS(=O)(=O)N(CC(=O)Nc1ccccc1C(=O)NCc1ccco1)c1ccccc1F	-18	-3	2	0
56	CCCCc1nc2ccc(F)cc2cc1C	0	-1	-3	-1
57	Cc1ccc(-c2csc(N3CCN(CCCn4c(-c5ccncc5)nc5ccccc54)CC3)n2)cc1	27	-5	-5	-5
58	O=C(Nc1ccc(F)cc1)N1CC(=O)N2[C@H](CO)[C@H](c3ccc(C4=CCCC4)cc3)[C@@H]2C1	21	3	.	6
59	Cc1ccc(/C=C/c2nc3ccccc3c(=O)[nH]2)cc1	84*	1	1	2
60	C[C@H]1CN([C@@H](C)CO)C(=O)Cc2cc(NC(=O)Nc3ccccc3)ccc2O[C@@H]1CN(C)S(=O)(=O)c1ccc(F)cc1	-19	10	1	0
61	Cn1c(N)c(C(=O)COC(=O)COc2ccc(C#N)cc2)c(=O)n(C)c1=O	-5	1	-3	1

entry	FN deposit inh	Statin myotox sup	esBAF inh
51	-8	-4	-2
52	.	4	-5
53	5	-16	0
54	-4	-6	12
55	.	.	.
56	1	-11	13
57	1	-14	9
58	-9	.	.
59	-2	-16	-56
60	.	-22	3
61	-6	11	-2

Screens (PubChem)
